# AmpC inh detg: inhibitors of E. coli AmpC beta-lactamase with detergent; AmpC hydrolysis of nitrocefin, absorbance 480 nm, 0.01% Triton; P00811; AID 485294; Potency, µM (series often up to 114 µM), without a hit: at the highest dose activity change, negative = inhibition, most hits filed as inhibitors; 370,000 compounds, 0.041% hits;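 also: 0% = no-compound wells and -100% = no-enzyme wells; nearly all actives have a fitted effect of over 25% in size; some results filed as inactive show a strong effect at the top dose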
# Target sequence (P00811 whole entry, looked up): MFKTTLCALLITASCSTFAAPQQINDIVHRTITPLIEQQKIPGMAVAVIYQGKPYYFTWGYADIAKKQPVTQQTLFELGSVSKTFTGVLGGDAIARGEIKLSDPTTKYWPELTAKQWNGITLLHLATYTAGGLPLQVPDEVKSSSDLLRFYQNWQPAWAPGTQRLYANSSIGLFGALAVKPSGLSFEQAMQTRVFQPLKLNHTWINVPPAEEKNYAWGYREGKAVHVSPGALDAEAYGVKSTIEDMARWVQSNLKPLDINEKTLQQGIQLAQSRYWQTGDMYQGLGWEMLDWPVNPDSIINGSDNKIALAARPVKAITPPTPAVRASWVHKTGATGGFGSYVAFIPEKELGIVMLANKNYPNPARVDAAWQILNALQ
#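 AmpC (5.3 nM in the dispensed reagent) in 20 mM phosphate pH 7.0 with 0.01% (detergent screen) or 0.0001% Triton X-100 was preincubated with compounds for 15 min at room temperature. Nitrocefin was then added from an 800 uM solution, and hydrolysis was followed at 480 nm.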
# AmpC no deterg: inhibitors of E. coli AmpC beta-lactamase without detergent | P00811 | AID 485341 | AmpC nitrocefin hydrolysis, absorbance 480 nm, 0.0001% Triton | 330,000 compounds, 0.52% hits | Potency, µM (series often up to 57.1 µM), without a hit: top-dose activity change, negative = inhibition, most hits filed as inhibitors;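 also: plate controls were no compound for no effect and no enzyme for full effect; nearly all actives have a fitted effect of over 20% in size; some results filed as inactive show a strong effect at the top dose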
#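 20 mM phosphate pH 7.0 + 0.01% (detergent screen) or 0.0001% Triton X-100; 5.3 nM AmpC reagent; cpd preinc 15 min RT; nitrocefin (800 uM stock) to start; A480 q20 s × 4 min; Activity was normalised to no-enzyme and no-compound control wells.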
# FBPA Giardia inh: Giardia lamblia aldolase inhibition; Potency, µM (series often up to 59.6 µM), without a hit: at the top dose activity, negative = inhibition, actives largely listed as inhibitors; purified Giardia FBPA; A8B2U2; AID 2451; 290,000 compounds, 0.71% hits; also: nearly all actives have a fitted effect of over 55% in size
# Target sequence (A8B2U2 whole entry, looked up): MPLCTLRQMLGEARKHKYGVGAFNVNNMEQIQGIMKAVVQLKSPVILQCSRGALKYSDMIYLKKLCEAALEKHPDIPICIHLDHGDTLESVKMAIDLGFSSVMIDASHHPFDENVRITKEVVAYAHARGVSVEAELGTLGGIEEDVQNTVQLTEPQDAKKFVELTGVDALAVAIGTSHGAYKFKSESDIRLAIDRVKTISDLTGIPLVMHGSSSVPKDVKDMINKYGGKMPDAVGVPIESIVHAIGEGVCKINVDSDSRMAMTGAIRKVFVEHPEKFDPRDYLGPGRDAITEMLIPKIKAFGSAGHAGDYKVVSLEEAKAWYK
#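 40 nM FBPA preincubated 10 min at RT with compound (up to 57.5 uM final), then substrate plus GAPDH/TPI/NAD/arsenate coupling and diaphorase/resazurin added. Fluorescence read after 20 min at RT, 525/598 nm.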
# AMA1-RON2 inh: inhibitors of Plasmodium falciparum AMA1-RON2 interaction; 360,000 compounds, 0.2% hits; AlphaScreen AMA1-biotinylated RON2 peptide binding; Potency, µM (series often up to 58.2 µM), for the others: at the top dose activity change, negative = inhibition, actives largely listed as inhibitors;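 also: 0% = vehicle wells and -100% = peptide control; nearly all actives have a fitted effect of over 45% in size; some results filed as inactive show a strong effect at the top dose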
#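 AMA1 (3D7) with his tag at 25 nM final met compounds first, then biotinylated RON2 peptide at 25 nM; detection used donor plus acceptor beads, 10 µg/mL apiece, read by AlphaScreen after 30 min at room temperature.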
# Sm TGR block: blocks Schistosoma mansoni thioredoxin glutathione reductase. Q962Y6. purified TGR, DTNB reduction, TNB absorbance 405 nm. Potency, µM (titrated, usually from 114 µM), inactives show at the highest dose activity change, negative = inhibition, actives largely listed as inhibitors. 360,000 compounds, 3% hits; also: nearly all actives have a fitted effect of over 60% in size
#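 TGR 20 nM + NADPH 100 uM (dispensed conc.), cpd preinc 15 min RT; start with NADPH (500 uM addition) then DTNB (15 mM addition). Kinetic TNB absorbance, 405 nm filter. Four-parameter Hill fit across titration.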
# * hit, by the source's call; ? = inconclusive; . = not tested or not shown; [ ] = another dose, or the depositor's remark. Calls follow the shape of the dose curve; as a rule, active = well fitted curve in the direction sought with a large enough effect; inconclusive = small, poorly fitted or top-dose-only effect, or another doubt; inactive = no such curve, though single readings can be large; an effect the other way counts as inactive or inconclusive. Unless noted, % is scaled to controls: 0 for no effect and ±100 for the full control effect; potency is read from the fitted curve at half-maximal effect.
# Keys: A = AmpC inh detg; B = AmpC no deterg; C = FBPA Giardia inh; D = AMA1-RON2 inh; E = Sm TGR block
CCCC(=O)N1CCC1(C)C(=O)Nc1scc(C)c1C#N (centres undefined)
  A = . | B = . | C = . | D = -3% | E = .
CCN1/C(=C/c2ccc3cc(C)ccc3[n+]2CC)Sc2ccc3sccc3c21
  A = . | B = . | C = . | D = -8% | E = .
O=C(c1ccccc1)c1nn(-c2ccccc2)c(=O)cc1-c1ccccc1
  A = . | B = . | C = . | D = -21% | E = .
COC(=O)CCC(=O)OC1(C)C(=O)C=C2C=C(c3ccsc3)OC=C2C1=O (centres undefined)
  A = . | B = . | C = 6% | D = -17% | E = .
CC1(C)[C@H](C(=O)O)N2C(=O)C[C@H]2S1(=O)=O
  A = . | B = . | C = -2% | D = -6% | E = .
O=c1c(O)c(-c2ccc(O)cc2)oc2cc(O)cc(O)c12
  A = . | B = . | C = 0% | D = 107%[activator] | E = .
COCCN1C=C2C(=O)C(C)(OC(=O)CCC(=O)OC)C(=O)C(Br)=C2C=C1c1ccc(OC)cc1 (centres undefined)
  A = . | B = . | C = ? | D = -9% | E = .
COc1ccc(-c2cn3c(n2)sc2cc(C(=O)NCc4ccccc4OC)ccc23)cc1
  A = 1% | B = . | C = . | D = . | E = 0%
COc1cc(NS(=O)(=O)c2ccc3c(c2)CC(C)N3C(=O)C2CCC2)cc(OC)c1OC (centres undefined)
  A = -3% | B = . | C = . | D = . | E = -2%
CCOc1ccc(-c2cn3c(n2)sc2cc(C(=O)NCCCN4CCCCCC4)ccc23)cc1
  A = 0% | B = . | C = . | D = . | E = 0%
COc1cccc(-c2cn3c(n2)sc2cc(C(=O)NCCc4ccc(OC)c(OC)c4)ccc23)c1
  A = 20% | B = . | C = . | D = . | E = 0%
CCc1ccc(-c2cn3c(n2)sc2cc(C(=O)NCCCc4ccccc4)ccc23)cc1
  A = 17% | B = . | C = . | D = . | E = 7%
O=C(NC1CCCCC1)c1ccc2c(c1)sc1nc(-c3ccccc3)cn12
  A = 31%[activator] | B = . | C = . | D = . | E = 12%
CCOC(=O)c1ccc2c(c1)sc1nc(-c3ccc(OCC)cc3)cn12
  A = 18% | B = . | C = . | D = . | E = 9%
CCOc1ccc(CNC(=O)c2ccc3c(c2)sc2nc(-c4ccccc4)cn23)cc1
  A = 22% | B = . | C = . | D = . | E = 2%
COc1ccc(-c2cn3c(n2)sc2cc(C(=O)Nc4ccccc4F)ccc23)cc1
  A = 1% | B = . | C = . | D = . | E = -5%
CCCNC(=O)c1ccc2c(c1)sc1nc(-c3ccc(C)cc3)cn12
  A = 14% | B = . | C = . | D = . | E = 6%
Cn1c(=O)c2sccc2n2c(CCC(=O)N3CCN(c4ccc(F)cc4)CC3)nnc12
  A = 4% | B = . | C = . | D = . | E = -2%
CCCC(=O)Nc1ccc2c(c1)nc(CN1CCN(C(=O)OCC)CC1)n2C(C)C
  A = 0% | B = . | C = . | D = . | E = 6%
CC(NC(=O)c1ccc2c(c1)sc1nc(-c3ccccc3)cn12)C12CC3CC(CC(C3)C1)C2 (centres undefined)
  A = 0% | B = . | C = . | D = . | E = -9%
CCc1ccc(-c2cn3c(n2)sc2cc(C(=O)NC4CCCCCC4)ccc23)cc1
  A = 3% | B = . | C = . | D = . | E = 3%
Cc1ccc(-c2cn3c(n2)sc2cc(C(=O)NCc4cccs4)ccc23)cc1
  A = 4% | B = . | C = . | D = . | E = -9%
CCOc1ccc(C(=O)Nc2cccc(NC(=O)c3ccco3)c2)cc1Cl
  A = -6% | B = . | C = . | D = . | E = -4%
CCC(C)NC(=O)CSc1nc2cc3c(cc2c(=O)n1Cc1ccc(C(=O)NCCc2ccc(OC)c(OC)c2)cc1)OCO3 (centres undefined)
  A = 10% | B = . | C = . | D = . | E = -3%
COc1ccc(-c2cn3c(n2)sc2cc(C(=O)NCCC4=CCCCC4)ccc23)cc1
  A = 12% | B = . | C = . | D = . | E = 1%
COc1cccc(-c2cn3c(n2)sc2cc(C(=O)NCc4ccccc4F)ccc23)c1
  A = 16% | B = . | C = . | D = . | E = 7%
O=C(NCCCN1CCCCC1)c1ccc2c(c1)sc1nc(-c3ccc(F)cc3)cn12
  A = -6% | B = . | C = . | D = . | E = -4%
COc1ccc(-c2cn3c(n2)sc2cc(C(=O)NC4CCCCC4)ccc23)cc1
  A = 5% | B = . | C = . | D = . | E = 7%
Cc1ccccc1NC(=O)NCCCN1CCN(c2ccccc2F)CC1
  A = 7% | B = . | C = . | D = . | E = -4%
Cc1ccc(-c2cn3c(n2)sc2cc(C(=O)NCCCN4CCCCC4)ccc23)cc1
  A = 21% | B = . | C = . | D = . | E = 1%

# The last 4 records of the section above lead into the next.
# Keys: A = AmpC inh detg; B = AmpC no deterg; C = FBPA Giardia inh; D = AMA1-RON2 inh; E = Sm TGR block
O=C(NCCCN1CCCCC1)c1ccc2c(c1)sc1nc(-c3ccc(F)cc3)cn12
  A = -6% | B = . | C = . | D = . | E = -4%
COc1ccc(-c2cn3c(n2)sc2cc(C(=O)NC4CCCCC4)ccc23)cc1
  A = 5% | B = . | C = . | D = . | E = 7%
Cc1ccccc1NC(=O)NCCCN1CCN(c2ccccc2F)CC1
  A = 7% | B = . | C = . | D = . | E = -4%
Cc1ccc(-c2cn3c(n2)sc2cc(C(=O)NCCCN4CCCCC4)ccc23)cc1
  A = 21% | B = . | C = . | D = . | E = 1%
COc1ccc(-c2cn3c(n2)sc2cc(C(=O)NCCCN4CCN(C)CC4)ccc23)cc1
  A = -2% | B = . | C = . | D = . | E = ?
COc1ccc(-c2cn3c(n2)sc2cc(C(=O)Nc4ccc(C)cc4C)ccc23)cc1
  A = 10% | B = . | C = . | D = . | E = 2%
C[C@]12c3[nH]c4cc(-c5ccco5)ccc4c3CCN1C(=O)[C@@H](CC(=O)NCCC1=CCCCC1)C[C@@H]2C(=O)N1CCOCC1
  A = . | B = 201%[activator] | C = . | D = ? | E = .
COC(=O)C1=C(C)N(Cc2ccccc2)C(=NCc2ccccc2)N[C@H]1c1cccc(C(F)(F)F)c1
  A = . | B = 112%[activator] | C = . | D = -4% | E = .
COc1ccc2c(-c3ccc(OCCN4CCCCC4)cc3)c(-c3ccccc3OC)sc2c1
  A = . | B = 115%[activator] | C = . | D = ? | E = .
COC(=O)C1C2CC[C@@H](CC1OC(=O)c1ccccc1)N2 (some centres undefined)
  A = . | B = -18% | C = . | D = -6% | E = .
O=C(O)c1cc(O)c2c(c1)[C@@H]([C@H]1c3cc(C(=O)O)cc(O)c3C(=O)c3c(O[C@@H]4O[C@H](CO)[C@@H](O)[C@H](O)[C@H]4O)cccc31)c1cccc(O[C@@H]3O[C@H](CO)[C@@H](O)[C@H](O)[C@H]3O)c1C2=O
  A = . | B = 1.3µM* | C = . | D = 1.4µM* | E = .
O=Cc1ccc(C(=O)OCC(=O)NC(=O)Nc2ccccc2F)cc1
  A = . | B = 28µM* | C = . | D = -5% | E = .
O=C(NCC1CCCO1)c1cccc2c1C(=O)c1ccc(N3CCC(Cc4ccccc4)CC3)cc1S2(=O)=O (centres undefined)
  A = . | B = 113%[activator] | C = . | D = 0% | E = .
O=C(Nc1ccc(S(=O)(=O)N2CCCC2)cc1)c1ccc([N+](=O)[O-])o1
  A = . | B = -20% | C = . | D = -11% | E = .
C=C1C(O)[C@@H]2O[C@]3(CC[C@H](/C=C/C(C)[C@@H]4CC(C)=CC5(O[C@H](C[C@@](C)(O)CO)CCC5O)O4)O3)CC[C@H]2O[C@@H]1C(O)CC(C)[C@H]1OC2(CCCCO2)CCC1C (some centres undefined)
  A = . | B = 241%[activator] | C = . | D = 39%[activator] | E = .
O=C(O)c1ccccc1NS(=O)(=O)c1ccc(NN=Cc2ccc(F)cc2)c([N+](=O)[O-])c1
  A = . | B = -34% | C = . | D = -24% | E = .
C[C@@H](CN1CCC[C@H]1CN1C(N)=NC[C@@H]1Cc1ccccc1)N1C[C@@H](Cc2ccccc2)N(CCCC2CCCC2)C1=N
  A = . | B = 114%[activator] | C = . | D = -2% | E = .
C=C1/C=C(\C)C(C)(O)CC(O)CC(=O)C(O)C(O)C(C)CC(C)OC(=O)/C(C)=C/CC/C=C/C(OC)C(O)CC(C)C1 (centres undefined)
  A = . | B = 228%[activator] | C = . | D = -1% | E = .
C#CCOCCOCCOCCNc1nc(N2CCN(C(=O)[C@H](CCCCN)n3cc([C@@H](N)C(C)CC)nn3)CC2)nc(N2CCN(C(=O)[C@H](Cc3cc4ccccc4[nH]3)n3cc([C@@H](N)C(C)CC)nn3)CC2)n1 (some centres undefined)
  A = . | B = 200%[activator] | C = . | D = 0% | E = .
CCCN1C(C)C(C(=O)OCC)=CN(Cc2cccc(I)c2)S1(=O)=O (centres undefined)
  A = . | B = 0% | C = . | D = 42%[activator] | E = .
C[C@@H]1CCCCCCCCC(=O)OCCN(C(=O)OC(C)(C)C)[C@H](C)CCCCCCCCC(=O)OCCN(C(=O)OC(C)(C)C)[C@H](C)CCCCCCCCC(=O)OCCN1C(=O)OC(C)(C)C
  A = . | B = -5% | C = . | D = 4% | E = .
O=C(NCc1cccc(F)c1)c1cccc2c1C(=O)c1ccc(N3CCCC3)cc1S2(=O)=O
  A = . | B = -22% | C = . | D = 21% | E = .
O=C(N[C@H]1C/C=C\C[C@H](CC(=O)N(CCO)Cc2ccccc2)C(=O)N[C@@H](c2ccccc2)COC1=O)OCC1c2ccccc2-c2ccccc21
  A = . | B = 190%[activator] | C = . | D = 5% | E = .
COc1ccc(-c2ccc3c(c2)S(=O)(=O)c2cccc(C(=O)NCc4cccc(OC(F)(F)F)c4)c2C3=O)cc1OC
  A = . | B = -15% | C = . | D = 2% | E = .
CC[C@]12c3[nH]c4cc(-c5ccco5)ccc4c3CCN1C(=O)[C@@H](CC(=O)NC/C=C(\C)CCC=C(C)C)C[C@@H]2C(=O)N1CCN(C(=O)c2ccco2)CC1
  A = . | B = 112%[activator] | C = . | D = -25% | E = .
Cc1ccc(NC(=O)c2nc[nH]c2C(=O)NCCCNC(=O)c2[nH]cnc2C(=O)Nc2ccc(C)cc2)cc1
  A = . | B = -12% | C = . | D = 80%[activator] | E = .

# Record cards, as listed above. Order of screens: AmpC inh detg	AmpC no deterg	FBPA Giardia inh	AMA1-RON2 inh	Sm TGR block
# C#CCOCCOCCOCCNc1nc(N2CCN(C(=O)[C@H](CCCCN)n3cc([C@@H](N)C(C)CC)nn3)CC2)nc(N2CCN(C(=O)[C@H](Cc3cc4ccccc4[nH]3)n3cc([C@@H](N)C(C)CC)nn3)CC2)n1 (some centres undefined) is listed with .	200%[activator]	.	0%	.
# O=C(Nc1ccc(S(=O)(=O)N2CCCC2)cc1)c1ccc([N+](=O)[O-])o1 is listed with .	-20%	.	-11%	.
# COc1ccc(-c2cn3c(n2)sc2cc(C(=O)NC4CCCCC4)ccc23)cc1 is listed with 5%	.	.	.	7%

# Bioassay records from PubChem.

# A portion of the library; the hit share may differ from the screen's.
